D1 potentiator: human D1 dopamine receptor positive modulation. P21728. HEK293 TREx D1 cells, calcium flux, dopamine EC20 potentiation. potentiation, % at 10 µM. 360,000 compounds, 0.036% hits; in the data active means potentiation above about 30%; further: 0% is about no effect
D1 antag: human D1 dopamine receptor antagonism. HEK293 TREx D1 cells, calcium flux, dopamine EC80; stronger effect = lower value. activity change, negative = inhibition, % at 10 µM. 360,000 compounds, 3.2% hits. AID 504652; in the data active means activity change below about -30%; further: on the % scale 0 is the no-effect control and ±100 the full control effect
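Tetracycline-induced HEK293 T-REx cells with force-coupled D1 receptor were loaded with a no-wash calcium dye. Compound was added after a 10 s baseline and read kinetically for 180 s; EC80 dopamine was then added and calcium flux followed another 180 s.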
Vif-A3F inh: blocks the Vif interaction with APOBEC3F. HeLa A3F-eYFP + Vif (tagged APOBEC3F with the HIV-1 protein that degrades it), YFP fluorescence increase. Potency, µM (top dose mostly 46.1 µM), for the others: top-dose activity, negative = active. 390,000 compounds, 0.2% hits; further: potency means the concentration at half of the fitted maximal effect; % of control where 0% means no effect; nearly all actives have a fitted effect of over 65% in size
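HeLa cells stably expressing A3F-eYFP plus Vif, plated and incubated overnight at 37 deg C, then exposed to compounds overnight at 37 deg C. Blocked degradation read as raised yellow fluorescence (Ex 488/Em 500-530).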
RXFP1 agonist: RXFP1 (human) receptor agonism; Q9HBX9; AID 2676; Potency, µM (doses to about 57.5 µM), without a hit: at the highest dose activation, most hits filed as activators; 370,000 compounds, 0.3% hits; HEK293T-RXFP1 cAMP TR-FRET, 30 min; response scale: percent of porcine relaxin response, buffer zero; further: potency means the concentration at half of the fitted maximal effect; on the % scale 0 is the no-effect control and ±100 the full control effect; nearly all actives have a fitted effect of over 60% in size; many of its hits are not listed in these tables
Target sequence (Q9HBX9 whole entry, looked up): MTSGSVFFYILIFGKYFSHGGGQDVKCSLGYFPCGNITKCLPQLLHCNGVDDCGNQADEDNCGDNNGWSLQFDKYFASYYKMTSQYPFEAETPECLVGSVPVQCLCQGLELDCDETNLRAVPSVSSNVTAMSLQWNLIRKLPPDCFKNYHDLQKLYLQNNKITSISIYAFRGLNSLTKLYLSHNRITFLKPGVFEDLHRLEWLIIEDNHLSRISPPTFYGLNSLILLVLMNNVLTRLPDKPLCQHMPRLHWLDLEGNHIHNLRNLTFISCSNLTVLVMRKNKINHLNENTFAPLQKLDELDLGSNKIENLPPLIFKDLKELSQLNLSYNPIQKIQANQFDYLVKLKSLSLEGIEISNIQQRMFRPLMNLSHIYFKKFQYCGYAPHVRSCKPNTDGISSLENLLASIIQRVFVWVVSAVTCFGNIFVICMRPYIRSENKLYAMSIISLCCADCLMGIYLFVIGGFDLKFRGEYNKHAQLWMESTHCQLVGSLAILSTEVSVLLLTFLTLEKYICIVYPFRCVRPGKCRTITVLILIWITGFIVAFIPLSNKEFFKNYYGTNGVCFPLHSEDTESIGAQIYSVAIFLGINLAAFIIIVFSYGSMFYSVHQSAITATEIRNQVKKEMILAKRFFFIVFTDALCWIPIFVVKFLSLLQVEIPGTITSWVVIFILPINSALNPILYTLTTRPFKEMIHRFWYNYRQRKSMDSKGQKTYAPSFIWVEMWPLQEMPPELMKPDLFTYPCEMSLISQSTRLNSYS
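Agonist response is measured as cAMP accumulation in an RXFP1-transfected HEK293T line under PDE4 inhibition. Values are scaled between buffer-only and 29 nM porcine relaxin, and EC50s come from standard Hill equation fits.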
LDHA block: blocks human lactate dehydrogenase A; purified LDHA, NADH/diaphorase-resazurin fluorescence; stronger effect = lower value; P00338; activity change, % (values are at about 110 or 230 µM); 480,000 compounds, 0.15% hits; in the data active means activity change below about -30%; inconclusive means mostly about -25% to -30%;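 further: plate controls were DMSO wells for no effect and wells without enzyme for full effect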
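Resorufin fluorescence (ex540/em590), read at 0 and 20 min after diaphorase/resazurin addition, reports the NADH left after a 5 min room-temperature reaction of 2 nM human LDH5 with 0.06 mM NADH and 0.2 mM pyruvate.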
D1 ag: agonists of human D1 dopamine receptor; P21728; HEK293 T-REx D1 cells, calcium flux, agonist mode; activation, % at 2 µM; 360,000 compounds, 1% hits; in the data active means activation above about 30%; further: 0% is about no effect
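Agonism was scored from calcium flux recorded over 180 s (1 read/s) after pintool compound addition, following a 10-cycle baseline. Cells were inducible force-coupled HEK293 TREx D1, plated overnight at 30 C and loaded with no-wash calcium dye.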
Vif-A3G inh: inhibitors of Vif-APOBEC3G interaction | HeLa A3G-eYFP + Vif (tagged APOBEC3G with the HIV-1 protein that degrades it), YFP fluorescence, overnight | 410,000 compounds, 0.076% hits | AID 602310 | Q9HC16 | Potency, µM (highest dose often 46.1 µM), inactives show at the top dose activity, negative = active, actives largely listed as inhibitors;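 further: potency means the concentration at half of the fitted maximal effect; on the % scale 0 is the no-effect control and ±100 the full control effect; nearly all actives have a fitted effect of over 60% in size; hits raise eYFP signal because A3G escapes Vif-driven loss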
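Read-out is eYFP fluorescence (Ex 488/Em 500-530) from Vif-expressing HeLa A3G-eYFP cells; more signal means A3G escaped Vif-mediated degradation. Cells plated overnight, compound pinned in, incubated overnight at 37 deg C.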
D2 PAM: D2 dopamine receptor (human) potentiation; 340,000 compounds, 0.34% hits; P14416; potentiation, % at 10 µM; HEK293 T-REx D2, calcium flux, EC20 dopamine potentiation;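 active means potentiation over 3 SD above the plate norm, cut at about 30% in these data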; further: 0% is about no effect
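Tetracycline-induced HEK293 T-REx cells force-coupled to calcium signalling expressed D2; compounds were pin-added after a 10 s baseline, read kinetically 180 s, then an EC20 dopamine challenge followed with a further 180 s calcium read.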
Glioma ERSR ind: inducers of ER stress response in human glioma cells; U87-MG GRP78 promoter luciferase reporter, 16 h; Potency, µM, without a hit: at the highest dose activation, most hits filed as activators; 420,000 compounds, 0.02% hits; AID 602332; further: potency means the concentration at half of the fitted maximal effect; series mostly up to about 76 µM; % of control where 0% means no effect; nearly all actives have a fitted effect of over 35% in size
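Stably transfected U87-MG glioma cells carrying a GRP78-based luciferase sensor; 16 h compound incubation. Luminescence end-point read 10 min after Bright-Glo addition at room temperature.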
The depositor's hits bear a star; ? = inconclusive; / = no result given; & = joins results of further samples. Unless noted, the call rests on the fitted dose curve; in most records, active means well fitted curve in the direction sought with a large enough effect; inconclusive means small, poorly fitted or top-dose-only effect, or another doubt; inactive means no such curve, though single readings can be large; an effect the other way counts as inactive or inconclusive. The list is partial; count on the stated rates, not on these rows.

Every second line gives: D1 potentiator, D1 antag, Vif-A3F inh, RXFP1 agonist, LDHA block, D1 ag, Vif-A3G inh, D2 PAM, Glioma ERSR ind
CC1(C)Cc2c(sc(/N=C/N3CCOCC3)c2C#N)C(C)(C)N1
  -5, -4, 0%, 0.2%, -4, 3, 2%, 2, -5%
COc1ccc(OC)c(NC(=O)C2=C(C)NC(=O)NC2c2cccs2)c1 (centres undefined)
  -4, -6, 0%, 0.9%, -1, 2, 1%, 4, -2%
CNc1ncnc2c1ncn2-c1ccccc1
  /, /, -1%, /, 0, /, -1%, /, -1%
O=C(Nc1ccc(F)cc1F)c1cncc(Br)c1
  5, -5, 0%, 0.6%, -8, 0, -7%, 6, -1%
CCn1cc(C(=O)OCC(=O)Nc2cccc(S(=O)(=O)N3CCOCC3)c2)c(=O)c2ccc(C)nc21
  5, 2, -2%, -0.7%, 8, 1, 1%, 2, -4%
COC(=O)Cn1c(CCS(=O)(=O)c2ccc(C)cc2)nc2ccccc21
  0, 0, -1%, 0.5%, 4&-6, -2, -2%&-19%, 8, -4%&0%
Cc1cccnc1NC(=O)CCc1c[nH]c2ccccc12
  -3, -11, -3%, 2.6%, -4, 4, 2%, 5, 3%
CCOc1ccc(S(=O)(=O)N2CCCC(C(=O)Nc3ccccc3)C2)cc1 (centres undefined)
  -1, -14, -5%, -4.1%, -3, 3, -5%, -7, 4%
O=C(Nc1ccc(Oc2ccccc2)cc1)C1CCN(S(=O)(=O)c2ccccc2)CC1
  -1, -15, -1%, -0.5%, -3, 7, 6%, 19, -3%
COc1cc(OC)cc(C(=O)Nn2cnnc2)c1
  -2, 3, 1%, 1.4%, -6, 0, 1%, -7, -5%
CCN(CC)S(=O)(=O)c1ccc2oc(SCc3ccc(F)cc3)nc2c1
  -8, -36*, -8%, -0.8%, 0, 29, 0%, 12, 4%
O=S(=O)(c1ccc(F)cc1)c1nc(-c2ccco2)oc1Nc1ccc(F)cc1
  -1, -17, 1%, 1.2%, -2, 2, 0%, 8, 3%
c1ccc(CNCc2nnc(-c3cc4ccccc4[nH]3)o2)cc1
  0, 12, /, /, -3, 5, /, /, /
CCOc1cc(/C=N/O)cc(Br)c1OCc1ccc(Cl)cc1
  -3, -16, 0%, 8.4%, -4, 0, -8%, 2, -19%
Cc1cc(OCCCn2ccnc2)ccc1[N+](=O)[O-]
  0, -21, 6%, 1.4%, -21, 5, -11%, -1, 1%
O=C(NC(=S)N1CCCCC1CO)c1cc(Br)ccc1Cl (centres undefined)
  -2, -11, ?, -0.6%, 0, 1, -6%, -1, 2%
CCCn1c(=N)n(CC(O)COc2cccc(C)c2)c2ccccc21 (centres undefined)
  -3, -11, -9%, 0.5%, -4, 44*, -1%, /, -5%
O=C(Nc1c(-c2ccccc2)nc2ccccn12)c1cccs1
  -6, -2, -14%, 3.0%, -8, 3, 2%, 0, -2%
O=C(CSc1ccc2ccccc2c1)Nc1ncccn1
  -5, -12, -7%, 7.8%, 5, 2, 0%, -6, 1%
O=C1COc2ccc(C(=O)COC(=O)c3c(F)cccc3Cl)cc2N1
  -4, -7, 0%, 2.7%, -4, 4, -7%, -1, 6%
O=C(CN1C(=O)S/C(=C\c2ccccc2)C1=O)NC1CCS(=O)(=O)C1 (centres undefined)
  -5, -1, 2%, -0.8%, -1, 0, 6%, -3, -1%
O=C(C1CCN(S(=O)(=O)c2cccc3cccnc23)CC1)N1CCc2ccccc21
  2, -26, 1%, -0.4%, -6, 3, -1%, -3, -3%
CC(C)Sc1nc2c(c(=O)n1C)SC(C)C2 (centres undefined)
  -10, -32*, -5%, -0.1%, 5, 2, 3%, 3, 3%
COc1cccc(-c2csc(N3CCN(CC(=O)NNC(=O)c4ccc(Br)cc4)CC3)n2)c1
  2, -29, 0%, 2.7%, -2, 1, -2%, 9, -2%
O=C(CC(c1ccccc1)c1ccccc1)NCc1cccnc1
  -5, -8, -5%, -3.3%, -3, 2, -1%, -1, -4%
CCOc1ccc(NC(=O)Cn2nnc(C(=O)OC)c2C(=O)OC)cc1
  -2, 3, -2%, -2.0%, -9, 2, -2%, 4, -5%
CC(NCc1ccc(S(N)(=O)=O)cc1)C(=O)N1CCc2ccccc21 (centres undefined)
  -1, -2, 7%, 0.3%, -3, 1, -6%, 11, -2%
CC(C)(C)c1ccc(-c2nnc(SCC(=O)Nc3sc4c(c3C#N)CCCC4)o2)cc1
  -5, -7, -10%, -0.7%, -2, 3, -1%, -4, -9%
O=C(Nc1ccnn1C1CCN(Cc2cccc(OCCO)c2)CC1)c1cccc(F)c1
  1, 9, 3%, 0.0%, -7, 6, -1%, -1, -3%
c1ccc(-c2ccc(-n3ccnc3)cc2)cc1
  -2, 0, -13%, 0.6%, 2, 1, -9%, -2, 6%

Whole records, quoted from the list. Order of screens: D1 potentiator, D1 antag, Vif-A3F inh, RXFP1 agonist, LDHA block, D1 ag, Vif-A3G inh, D2 PAM, Glioma ERSR ind
O=C(Nc1ccnn1C1CCN(Cc2cccc(OCCO)c2)CC1)c1cccc(F)c1 reads 1, 9, 3%, 0.0%, -7, 6, -1%, -1, -3%
O=C(Nc1ccc(Oc2ccccc2)cc1)C1CCN(S(=O)(=O)c2ccccc2)CC1 reads -1, -15, -1%, -0.5%, -3, 7, 6%, 19, -3%

New compounds follow
Every second line gives: D1 potentiator, D1 antag, Vif-A3F inh, RXFP1 agonist, LDHA block, D1 ag, Vif-A3G inh, D2 PAM, Glioma ERSR ind
c1cn(CCCNC2=NCCCCC2)cn1
  0, 5, 0%, 3.3%, -4, 3, -1%, -10, -1%
CC(NC(=O)COC(=O)/C=C/c1ccco1)c1ccccc1 (centres undefined)
  10, -11, -5%, -0.4%, -1, -3, -10%, -6, -3%
O=C(c1ccc(Cl)cc1)c1nnc(-c2ccncc2)o1
  -6, -1, 2%, 0.9%, -7, 6, -2%, -2, -2%
O=[N+]([O-])c1ccc2cn(C3OC(CO)C(O)C3O)nc2c1 (centres undefined)
  /, /, -13%, /, 0, /, 2%, /, -6%
CCOC(=O)c1c(C)[nH]c(C)c1C(=O)CN1C(=O)NC(CC(C)C)C1=O (centres undefined)
  1, -4, -2%, 0.9%, -6, 0, 1%, 14, -6%
COc1ccc(OCCCC(=O)Nc2nnc(C3CCCO3)s2)cc1 (centres undefined)
  -5, -19, 9%, 1.3%, -2, 1, 0%, 4, -3%
CC(=O)N1C[C@H]2CON(C)[C@H]2C[C@H]1c1cccc(-c2ccccc2)c1
  /, /, 1%, /, -5, /, 1%, /, -5%
COc1cc(/C=N/N(C)C)cc(Br)c1O
  -2, -6, 12%, 2.3%, 15, 2, 2%, 5, -9%
Cc1csc(N/N=C/c2ccc([N+](=O)[O-])cc2)n1
  -1, -35*, -8%, -0.2%, -1, 7, -16%, 9, 2%
CCCSc1ncc(Cl)c(C(=O)N(Cc2ccc(N(C)C)cc2)C2CCS(=O)(=O)C2)n1 (centres undefined)
  0, 11, /, 0.9%, -4, 2, /, 13, /
Cc1cc(=O)n(C(C)C(=O)NCc2ccccc2Cl)c2c1c(C)nn2-c1ccccc1 (centres undefined)
  -5, 16, -1%, -2.3%, -7, 2, 0%, 1, -2%
COc1ccc(Nc2nc(C)cc(-c3cc(-c4ccccc4)on3)n2)cc1
  /, /, -9%, /, -8, /, -1%, /, -4%
CCOC(=O)c1c(C)[nH]c(C)c1C(=O)CSc1nnc(-c2ccncc2)n1Cc1ccccc1
  -2, 3, 4%, 0.7%, -8, 2, 1%, 4, -3%
C=CC[n+]1c(-c2ccc(C)cc2)csc1NNC(=O)Nc1ccccc1
  2, -14, -8%, 1.7%, -4, 1, 1%, 11, -1%
COC(=O)c1ccccc1NC(=O)C1COc2ccccc2O1 (centres undefined)
  0, -2, -9%, 1.3%, -2, 16, 0%, /, 1%
Nc1c(-c2ccccc2)c(CN2CCOCC2)nn1-c1ccc(C(=O)O)cc1
  0, 7, 8%, 5.0%, 2, 0, 0%, 9, -2%
COc1cc(C(N)=O)cc(Br)c1OC
  -4, 5, -2%, 0.2%, -6, 1, 0%, /, -6%
Cc1ccc(C(=O)COC(=O)c2cccc([N+](=O)[O-])c2)s1
  -3, -8, -12%, 1.9%, -6, 2, -3%, 6, 2%
CCCN(CC(=O)Nc1ccccc1C)C(=O)c1ccc(Cl)c(S(=O)(=O)N2CCCC2)c1
  2, 6, -8%, -0.5%, -7, -2, -4%, /, -2%
O=S(=O)(c1cccc2ccccc12)N1CCCCC1
  -7, 7, -3%, 1.8%, 0, 3, -1%, 2, 1%
O=[N+]([O-])c1ccccc1S(=O)(=O)Nc1ccc(-c2ccc3nncn3n2)cc1
  -1, 2, -10%, 14%, -2, 3, -8%, -3, 2%
COc1cccc(NC(=S)NNC(=O)c2c([N+](=O)[O-])c(C)nn2C)c1
  -8, -3, -4%, 0.0%, -2, 0, -11%, -5, -4%
COc1ccc(C2C(C(=O)Nc3ccccc3)=C(C)Nc3nc(CCCO)nn32)cc1 (centres undefined)
  -3, -18, 6%, -2.7%, 4, 3, 1%, -3, 0%
O=c1c2c([N+](=O)[O-])cc([N+](=O)[O-])cc2sn1-c1ccc(Br)cc1
  -10, -1, 0%, -0.3%, -2, 0, -3%, -2, 2%
Cc1[nH]c2ccccc2c1C(=O)CN1CCC(C)CC1
  -10, 7, 5%, -3.7%, -7, 4, 3%, -10, -4%
COc1ccc(C(=O)Oc2cc(/C=N/NS(=O)(=O)c3ccc(C)cc3)ccc2OC)cc1
  1, -6, -1%, 0.9%, -7, 0, -1%, 10, -1%
CCOC(=O)c1c(NC(=O)Cn2cnc([N+](=O)[O-])n2)sc(C)c1C
  -5, 2, -5%, -2.6%, -11, 1, 8%, /, -2%
CC1(C)Cc2cccc(OCC(=O)O)c2O1
  11, -4, -7%, -3.7%, -3, 2, 2%, 5, -9%
CCCCOc1ccc(C(=O)N/C(=C\c2ccc(OC)cc2)C(=O)OCc2ccco2)cc1
  3, -11, -1%, -1.7%, -4, 4, 0%, 2, 1%
CC1CC(C)CN(S(=O)(=O)c2ccc3c(c2)C(C)(C)C(=O)N3C)C1 (centres undefined)
  2, 6, 0%, 1.1%, -5, 1, 0%, -6, -6%
